# STAT1 blocker = inhibitors of IFN-gamma induced STAT1 signaling; NIH 3T3 STAT1-luciferase reporter, luminescence; inhibition, % at 5.5 µM; 200,000 tested, 0.35% active;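 active = inhibition above a set limit, the mean inhibition across all tested compounds plus 3 SD, cut at about 34% in these data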;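 note: 0% = IFN-gamma with DMSO and 100% = IFN-gamma with 300 µM nifuroxazide; values of inactives mirror those of a sister screen read the other way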
# TLR4 MyD88 comp = TLR4-MyD88 interaction inhibition in cells | O00206+Q99836 | HeLa CL3-4 TLR4/MyD88 BLA complementation, FRET ratio | inhibition, % at 8.4 µM | 200,000 tested, 0.18% active | AID 861; in the data active = inhibition above about 25%;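 note: 0% = vehicle and 100% = reference inhibitor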
# Target sequence (O00206 whole entry, looked up): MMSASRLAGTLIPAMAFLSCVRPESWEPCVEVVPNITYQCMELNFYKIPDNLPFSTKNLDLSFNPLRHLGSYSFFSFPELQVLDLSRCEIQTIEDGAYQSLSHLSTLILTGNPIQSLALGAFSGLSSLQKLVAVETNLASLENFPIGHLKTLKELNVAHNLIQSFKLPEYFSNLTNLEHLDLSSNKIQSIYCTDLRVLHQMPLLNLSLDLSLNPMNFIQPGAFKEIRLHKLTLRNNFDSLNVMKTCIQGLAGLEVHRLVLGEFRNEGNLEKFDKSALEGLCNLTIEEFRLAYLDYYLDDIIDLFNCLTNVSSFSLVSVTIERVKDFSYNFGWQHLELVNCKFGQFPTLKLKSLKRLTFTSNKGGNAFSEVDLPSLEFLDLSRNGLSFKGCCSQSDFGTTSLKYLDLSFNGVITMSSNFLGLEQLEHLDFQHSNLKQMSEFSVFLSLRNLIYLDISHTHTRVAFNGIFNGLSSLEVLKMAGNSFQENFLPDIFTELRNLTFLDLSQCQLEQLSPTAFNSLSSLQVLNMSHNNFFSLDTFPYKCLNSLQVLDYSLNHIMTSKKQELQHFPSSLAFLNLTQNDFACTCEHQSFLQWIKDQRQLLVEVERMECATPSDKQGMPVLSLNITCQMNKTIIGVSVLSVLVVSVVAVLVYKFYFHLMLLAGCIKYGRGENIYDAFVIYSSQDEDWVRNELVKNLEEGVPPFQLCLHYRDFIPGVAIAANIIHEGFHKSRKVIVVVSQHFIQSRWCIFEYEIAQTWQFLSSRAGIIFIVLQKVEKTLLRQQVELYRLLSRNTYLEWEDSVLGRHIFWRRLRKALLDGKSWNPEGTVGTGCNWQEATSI
# Target sequence (Q99836 whole entry, looked up): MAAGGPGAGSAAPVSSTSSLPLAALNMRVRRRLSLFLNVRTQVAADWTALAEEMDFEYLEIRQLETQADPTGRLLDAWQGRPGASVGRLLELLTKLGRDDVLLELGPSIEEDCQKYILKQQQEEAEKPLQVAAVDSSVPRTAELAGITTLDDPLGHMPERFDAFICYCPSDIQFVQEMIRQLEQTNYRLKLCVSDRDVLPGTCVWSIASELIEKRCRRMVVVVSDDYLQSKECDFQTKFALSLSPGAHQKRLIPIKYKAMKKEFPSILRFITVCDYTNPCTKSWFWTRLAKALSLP
# STAT1 activator = STAT1 signaling activation; NIH 3T3 STAT1-luciferase reporter, IFN-gamma, luminescence; 100% = IFN-gamma alone, no compound; activation (% of control), % at 5.5 µM; 200,000 tested, 2.6% active; AID 932;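 active = activation above the screen-wide mean activation plus 3 SD, cut at about 130% in these data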;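 note: raw ratio to IFN-gamma control signal so 100% means no change and 0% no light; values of inactives mirror those of a sister screen read the other way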
# Hsp70 act = Hsp70 transcriptional activation, primary screen | HeLa Hsp70 promoter luciferase reporter, luminescence; scaled: vehicle 0, proteasome-inhibitor control 100% | activation, % at 10 µM | 200,000 tested, 0.04% active | AID 1203;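 active = activation above the mean across all tested compounds plus 3 SD, cutoff set per campaign, cut at about 5.5% in these data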;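 note: 100% = MG132 at 30 µM as the positive control and 0% = DMSO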
# Diaph act CS = diaphorase activation or chemical reduction counter-screen; Diaphorase/resazurin coupled assay, resorufin fluorescence, 16 min; stronger effect = higher value; 1 = vehicle wells, 0 = NADH-free wells; activation factor at 20 µM; 190,000 tested, 0.005% active; AID 1229;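 active = diaphorase activity raised at least twofold by the compound at 20 µM; inactive = activation factor below 2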
#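 Test system: Clostridium kluyveri diaphorase, purified enzyme; input: enzyme 0.07 U/mL final; buffer or medium: 50 mM HEPES pH 7.4 with 4.542 mM MgCl2, 0.005% Tween 20; also added: 0.114 mM NADH and 0.1 mM resazurin, final amounts; schedule: 16 min enzyme reaction, ambient temperature; technique: fluorescence of resorufin, 544 nm excitation, 590 nm emission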
# STAT3 act = activators of IL-6 induced STAT3 signaling | activation (% of control), % at 5.6 µM | 190,000 tested, 0.91% active | U3A cells, IL-6 STAT3-luciferase reporter, luminescence; 100% = signal with IL-6 EC80 alone;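 active = activation above the screen-wide mean of compound activation plus 3 SD, cut at about 130% in these data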;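 note: 0% = background luminescence of wells with medium and substrate only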
#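 Test system: STAT3-luciferase reporter U3A cells; Detection: reporter luminescence signal; Times: 1 h compound pre-exposure, 6 h IL-6 stimulation, 37 °C; Benchmarks: IL-6-only high control; Also added: IL-6 stimulus at 33 ng/mL final.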
# APP transl inh = APP translation inhibition. SH-SY5Y APP 5'UTR-luciferase reporter, luminescence. inhibition, % at 2 µM. 190,000 tested, 0.82% active;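 active = inhibition above a set limit, derived from the sample mean plus 3 SD, cut at about 45% in these data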; note: values of inactives mirror those of a sister screen read the other way
# Diaphorase inh = inhibits diaphorase or chemically oxidizes, flagging diaphorase assay artifacts | diaphorase resazurin-to-resorufin fluorescence, NADH, 16 min; bacterial (C. kluyveri) enzyme, not human | inhibition, % at 20 µM | 190,000 tested, 0.69% active | AID 1217;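 active = primary screen inhibition at 20 µM above a set limit, cut at about 50% in these data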;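 note: plate controls were DMSO with full reaction for no effect and wells lacking NADH for full effect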
#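 material = Clostridium kluyveri diaphorase enzyme | amount = 0.14 U/mL diaphorase, enzyme working solution | schedule = incubation 16 min, room temperature | detection = fluorescence of resorufin formed from resazurin, Ex 544/Em 590 nm | benchmarks = positive control minus NADH, DMSO neutral control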
# STAT3 blocker = reduces IL-6 driven STAT3 reporter signal; U3A cells, IL-6 STAT3-luciferase reporter, luminescence; host cell line lacks STAT1; AID 862; 190,000 tested, 0.89% active; inhibition, % at 5.5 µM;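 active = inhibition above the mean inhibition across all screened compounds plus 3 SD, cut at about 44% in these data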;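 note: 0% = DMSO only wells and 100% = 100 µM nifuroxazide control wells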
# G6PDH counter = inhibits Leuconostoc G6PDH, flagging false hits in G6PDH-based assays; inhibition, % at 5 µM; Purified L. mesenteroides G6PDH, diaphorase/resazurin coupled fluorescence, 45 min; AID 1020; 200,000 tested, 0.12% active; in the data active = inhibition above about 50%
# An asterisk follows results filed as active; . = no result given. Outcome played no part in choosing rows. About 6.1% of those tested had a hit in this group.
smiles	STAT1 blocker	TLR4 MyD88 comp	STAT1 activator	Hsp70 act	Diaph act CS	STAT3 act	APP transl inh	Diaphorase inh	STAT3 blocker	G6PDH counter
CC(C)NC(=S)N1CCN(c2ncccn2)CC1	2	21	98	0.2	0.9	94	-14	10	6	6
COc1c2occc2c(OC)c2c(=O)cc(C(F)(F)F)oc12	8	3	93	-0.4	0.9	100	12	9	0	0
CCc1ccc(N2CC(C(=O)Nc3nnc(CC)s3)CC2=O)cc1 (centres undefined)	4	-1	97	0.0	1	95	-6	-2	6	-1
CCOC(=O)C(C)c1nn(C)c(=O)c2ccccc12 (centres undefined)	6	-13	95	0.1	0.8	88	2	16	21	-1
COCCCNC(=O)CN1C(=O)/C(=C/c2ccccc2C)Sc2ccccc21	10	12	90	-0.1	0.9	111	-19	9	1	0
CC(C)(C)OC(=O)N1CCCC1C(=O)O (centres undefined)	12	15	89	-0.2	0.9	93	0	8	12	-3
Fc1ccccc1N1CCN(CCCNc2ccc3nncn3n2)CC1	-6	4	106	0.2	1	105	25	0	2	5
NC(=O)C[N+]1(CC#CC(O)(c2ccccc2)c2ccccc2)CCCC1	0	2	99	0.0	0.9	98	-20	14	4	17
O=C(O)CSc1nnc(-c2ccc3c(c2)OCO3)n1-c1ccccc1	-6	-5	104	0.6	1	103	-13	5	-3	10
O=C1CCC([N+](=O)[O-])C(c2cc3c(cc2Br)OCO3)N1 (centres undefined)	-1	-15	101	-0.3	0.8	96	3	15	7	1
CS(=O)(=O)N(Cc1ccc(C(=O)NC2CCCCC2O)cc1)c1ccccc1 (centres undefined)	-8	-2	108	0.2	0.9	97	0	11	12	1
COc1ccc(CCNC(=O)C(=O)NCc2cccs2)cc1OC	-2	5	101	-0.1	1	102	-13	0	10	10
COc1ccccc1CNC(=O)C1CCN(S(=O)(=O)N2CC(C)CC(C)C2)CC1 (centres undefined)	6	-7	95	-0.1	0.9	96	-6	11	9	2
O=C(Nc1nncs1)c1cccc(S(=O)(=O)N2CCCC2)c1	0	5	100	-0.1	0.9	101	3	13	3	-4
COc1ccc(-c2nc(SC(CC(=O)NCCN3CCOCC3)c3cccs3)n[nH]2)cc1 (centres undefined)	-5	8	102	-0.2	0.9	105	-10	9	-1	3
COc1ccc(NC(=O)CN2CCN(CC(=O)Nc3ccccc3Cl)CC2)cc1Cl	-6	2	105	-0.2	0.7	102	1	26	0	1
Cc1ccc(Oc2cc(NC(=O)CCCn3nc([N+](=O)[O-])cc3C)cc([N+](=O)[O-])c2)cc1	3	-8	97	-0.3	0.8	96	-7	23	5	3
O=c1[nH]c(/C(Cl)=C/c2c(F)cccc2Cl)nc2cc(Cl)ccc12	14	1	87	-0.1	0.9	128	-20	6	-33	23
COC(=O)c1ccccc1NC(=O)NCc1c(C)nn(C)c1C	3	-5	96	-0.1	1	104	-27	-3	-3	7
CCn1c2c(c3cc(C(=O)O)ccc31)CCCC2=O	-2	-7	102	-0.1	1	107	0	4	-5	8
Cc1nc2ccccn2c1C(=O)N/N=C/c1cc(C)n(-c2ccc(Br)cc2)c1C	2	11	101	-0.1	0.9	87	0	10	18	0
Cc1ccc(CSc2nnnn2C)cc1	-16	3	114	0.0	0.9	95	-3	10	8	7
Cc1csc(N(C(=O)c2ccc(S(=O)(=O)N(C)C)cc2)c2ccccc2)n1	6	-9	95	0.0	0.9	98	-4	7	5	-7
CCCCn1nc(NC(=O)c2cccs2)c2cc3cc(OC)ccc3nc21	-2	6	102	0.4	0.7	86	-3	26	21	-10
CN(C(=O)c1ccncc1)C1CC(C)(C)N(O)C(C)(C)C1	5	-6	96	-0.3	0.8	100	-6	25	3	28
COCCNC(=O)C1CCN(C(=O)c2cc3sccc3n2Cc2ccc(F)cc2)CC1	10	-16	90	-0.4	0.9	85	-14	6	20	0
CC(CS(=O)(=O)c1ccccc1[N+](=O)[O-])N1CCOCC1 (centres undefined)	-4	3	103	0.0	0.9	103	6	9	9	9
CCCNS(=O)(=O)c1ccc(CCC(=O)NCc2ccc3c(c2)OCO3)cc1	-5	3	104	0.2	0.9	99	14	9	7	3
O=C(CSc1nc2ccccc2s1)NCc1ccc2c(c1)OCO2	-5	1	104	0.1	0.8	121	3	17	-25	-8
CCOC(=O)CSc1ccc2nnc(-c3ccccc3)n2n1	-5	3	105	-0.2	0.9	97	-6	11	4	-16
CCCCc1nc2ccccc2[nH]1	-1	-10	100	-0.2	0.8	101	-19	21	0	12
Cc1ccc(NCc2cccnc2)c(Br)c1	5	-6	96	-0.1	0.9	103	-16	12	1	9
CCOc1cc(-c2ccc(N)c(OCC)c2)ccc1N	2	-3	98	0.1	0.8	155*	7	17	-61	24
O=C(Cn1cc2c(n1)CCCCC2)Nc1ccc(F)cc1F	0	-3	101	-0.1	0.9	92	-15	9	9	-17
C[C@H](NC(=O)c1nc[nH]c1C(=O)NCCCCCNC(=O)OC(C)(C)C)C(=O)OCc1ccccc1	3	-11	99	0.1	0.8	.	-3	22	.	2
Cc1ccc(-n2ncc3c(=O)n(CC#N)cnc32)cc1C	-5	0	105	0.1	1.1	104	-14	-8	-4	2
Cc1ccccc1OCC(=O)NCC(=O)N/N=C/C=C/c1ccccc1	-4	-11	104	-0.2	0.9	86	12	7	19	0
Cc1cc(C(F)F)n2ncc(C(=O)O)c2n1	2	-3	99	-0.3	0.9	97	-28	8	7	10
O=C(NCC(=O)N(c1cccc(F)c1)C(C(=O)NCC1CCCO1)c1ccccc1)c1ccco1 (centres undefined)	4	17	97	-0.3	0.9	100	8	8	6	12
O=C(O)CSc1nc2ccc(Cl)cc2[nH]1	4	-13	96	-0.1	0.9	102	-4	9	-1	4
Cc1ccc(-n2nc3ccc(NC(=O)c4ccco4)cc3n2)cc1	-21	2	119	-0.3	0.9	103	-42	9	1	-4
O=C(CSc1ccc2nnc(-c3ccccn3)n2n1)Nc1ccc2c(c1)OCO2	-2	-1	102	-0.1	0.9	93	3	12	17	-6
CCC(C)NS(=O)(=O)c1ccc(NC(=O)C(Sc2ccccc2)c2ccccc2)cc1 (centres undefined)	0	-3	100	0.5	0.8	100	8	25	3	-14
Cn1cnnc1Sc1ccc(C(=O)NCCC(c2ccccc2)c2ccccc2)cc1[N+](=O)[O-]	0	5	100	0.6	0.8	99	-9	15	9	-2
CCN(CC)P(=O)(Nc1ccccc1Br)c1ccc(N(C)C)cc1NC(=O)c1ccco1 (centres undefined)	1	6	98	-0.1	0.8	124	-7	20	-28	5
O=C(NC(=S)N1CCN(c2ccc(C(F)(F)F)cc2[N+](=O)[O-])CC1)c1cccs1	-3	7	103	-0.2	0.9	105	-7	15	-10	-12
CCOc1ccc2c(c1)nc(SCC(=O)c1ccc(Br)s1)n2C	-3	2	103	-0.1	0.8	94	-16	16	13	5
COc1ccc(CNC(=O)CSc2ncnc3nc[nH]c23)cc1	-5	-12	104	-0.5	0.8	92	2	23	13	6
O=C(CSc1n[nH]c(-c2ccc(S(=O)(=O)NC3CCCCC3)cc2)n1)N1CCCC1	8	-12	93	-0.4	0.9	98	2	12	3	7
O=C(NCc1ccc2c(c1)OCO2)C1CC(c2ccc(Cl)cc2)=NO1 (centres undefined)	0	-3	100	0.1	1	103	-15	-2	0	5
Cc1ccc(-c2nn(CC(=O)Nc3ccc4c(c3)nc3n4CCOC3)c(=O)c3ccccc23)cc1	3	-3	97	0.2	1	95	12	0	13	1
CCn1c(=O)n(CCOC)c(=O)c2c3c(sc21)CCCC3	1	-16	94	-0.3	0.9	94	-2	12	9	2
CCCCc1ccc(NC(=O)C(=O)NCCN2CCN(Cc3ccc([N+](=O)[O-])cc3)CC2)cc1	5	-3	94	-0.4	1	68	-7	3	40	-4
O=C(O)c1cc(-c2ccccc2)c(N2CCOCC2)s1	1	7	99	0.4	0.9	105	7	6	0	-2
CN(C)c1ccc(N2CC(C)(C)C2=O)cc1	-11	10	110	0.1	0.9	101	3	14	4	14
C=CCn1c(SCC(=O)Nc2sccc2C(N)=O)nc2sc(C)c(C)c2c1=O	15	-7	86	-0.3	.	99	-9	.	4	.
CSc1oc(-c2ccccc2)nc1S(=O)(=O)c1ccc(C)cc1	0	-2	102	0.2	0.9	105	-6	7	-2	6
Cc1ccc(-n2nnnc2-c2ccccc2)cc1	7	-8	94	0.0	1	103	28	-5	4	4
CC1(C)S/C(=N/N=C/c2ccco2)NC1=O	3	-7	98	-0.4	0.8	102	-5	18	-2	-4
O=C(Nc1ccccc1-c1nnn(CC(=O)N2CCCc3ccccc32)n1)c1ccco1	2	-14	98	-0.2	0.6	96	15	43	14	2

# Next part:
smiles	STAT1 blocker	TLR4 MyD88 comp	STAT1 activator	Hsp70 act	Diaph act CS	STAT3 act	APP transl inh	Diaphorase inh	STAT3 blocker	G6PDH counter
CN1CCN(C(=O)/C(=C\c2ccccc2)c2ccccc2)CC1	-6	-12	107	0.0	0.9	101	16	12	-1	5
CCCOCC(O)CC(CC)C(=O)NNC(=S)Nc1ccccc1 (centres undefined)	-3	-3	102	-0.4	1	104	-12	4	7	-4
CCOc1ccc(S(=O)(=O)N(C)C)cc1-c1nc2c(C(C)(C)C)nn(C)c2c(=O)[nH]1	3	1	98	-0.5	0.9	99	13	10	2	8
CN(CCCn1c(=S)[nH]c2ncccc2c1=O)Cc1ccccc1	1	-8	99	-0.2	0.9	103	-1	14	7	2
OC(COc1ccccc1)CN1CCN(Cc2ccc3c(c2)OCO3)CC1 (centres undefined)	-12	-1	108	0.0	1.1	98	4	-13	7	18
c1ccc(Cn2nnnc2C(c2cccs2)N2CCc3ccccc3C2)cc1 (centres undefined)	-19	-9	118	-0.2	0.9	114	-9	12	-10	-1

# Rewritten with values under each structure: part of the list above.
# Order of results: STAT1 blocker, TLR4 MyD88 comp, STAT1 activator, Hsp70 act, Diaph act CS, STAT3 act, APP transl inh, Diaphorase inh, STAT3 blocker, G6PDH counter
- CCOc1ccc2c(c1)nc(SCC(=O)c1ccc(Br)s1)n2C
 : -3, 2, 103, -0.1, 0.8, 94, -16, 16, 13, 5
- COc1ccc(CNC(=O)CSc2ncnc3nc[nH]c23)cc1
 : -5, -12, 104, -0.5, 0.8, 92, 2, 23, 13, 6
- O=C(CSc1n[nH]c(-c2ccc(S(=O)(=O)NC3CCCCC3)cc2)n1)N1CCCC1
 : 8, -12, 93, -0.4, 0.9, 98, 2, 12, 3, 7

# High-throughput results deposited in PubChem by several laboratories.
